Compound activity as filed in PubChem.
HCV inhibitor – qHTS Assay for Inhibitors of Hepatitis C Virus (HCV). Potency, µM (series often up to 41.8 µM), without a hit: at the highest dose activity change, negative = inhibition, actives largely listed as inhibitors. 340,000 tested, 3.4% active. Huh7.5.1 HCVcc-Cre infection, luciferase reporter, 44 h; further: potency means the concentration at half of the fitted maximal effect
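Cells (1,000/well) were plated 4 h before compound, then infected with HCVcc-Cre virus (~0.5 moi). After 44 h further culture, infection was read as luciferase luminescence following a 15 min substrate incubation at room temperature.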
AmpC inh no detg – qHTS Inhibitors of AmpC Beta-Lactamase (assay without detergent) | P00811 | AmpC nitrocefin hydrolysis, absorbance 480 nm, 0.0001% Triton | Potency, µM (doses to about 57.1 µM), for inactives: at the highest dose activity change, negative = inhibition, usual class: inhibitors | 330,000 tested, 0.52% active | AID 485341, 2010;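 further: potency means the concentration at half of the fitted maximal effect; plate controls were no compound for no effect and no enzyme for full effect; nearly all actives have a fitted effect of over 20% in size; some results filed as inactive show a strong effect at the top dose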
Target sequence (P00811 whole entry, looked up): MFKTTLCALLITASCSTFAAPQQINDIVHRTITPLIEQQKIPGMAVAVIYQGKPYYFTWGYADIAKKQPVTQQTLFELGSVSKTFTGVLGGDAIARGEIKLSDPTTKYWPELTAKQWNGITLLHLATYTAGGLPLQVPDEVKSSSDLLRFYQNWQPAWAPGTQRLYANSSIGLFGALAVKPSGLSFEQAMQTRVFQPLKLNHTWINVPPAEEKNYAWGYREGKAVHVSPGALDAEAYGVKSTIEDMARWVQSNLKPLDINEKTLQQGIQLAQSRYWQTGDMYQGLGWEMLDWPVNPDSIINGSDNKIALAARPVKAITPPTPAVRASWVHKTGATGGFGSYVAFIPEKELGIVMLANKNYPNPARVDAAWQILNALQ
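20 mM phosphate pH 7.0 + 0.01% (detergent screen) or 0.0001% Triton X-100; 5.3 nM AmpC reagent; cpd preinc 15 min RT; nitrocefin (800 uM stock) to start; A480 q20 s × 4 min; Activity was normalised to no-enzyme and no-compound control wells.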
Sm TGR inh – qHTS Assay for the Inhibitors of Schistosoma Mansoni Peroxiredoxins; Schistosoma mansoni thioredoxin glutathione reductase (TGR), Q962Y6; purified TGR, DTNB reduction, TNB absorbance 405 nm; Potency, µM (doses to about 114 µM), inactives show at the highest dose activity change, negative = inhibition, hits mostly inhibitors; 360,000 tested, 3% active; AID 485364, 2010; further: potency means the concentration at half of the fitted maximal effect; nearly all actives have a fitted effect of over 60% in size
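TGR 20 nM + NADPH 100 uM (dispensed conc.), cpd preinc 15 min RT; start with NADPH (500 uM addition) then DTNB (15 mM addition). Kinetic TNB absorbance, 405 nm filter. Four-parameter Hill fit across titration.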
AmpC inh detg – qHTS Inhibitors of AmpC Beta-Lactamase (assay with detergent); P00811; AmpC hydrolysis of nitrocefin, absorbance 480 nm, 0.01% Triton; Potency, µM (series often up to 114 µM), for the others: top-dose activity change, negative = inhibition, actives largely listed as inhibitors; 370,000 tested, 0.041% active;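 further: potency means the concentration at half of the fitted maximal effect; 0% = no-compound wells and -100% = no-enzyme wells; nearly all actives have a fitted effect of over 25% in size; some results filed as inactive show a strong effect at the top dose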
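20 mM phosphate pH 7.0 + 0.01% (detergent screen) or 0.0001% Triton X-100; 5.3 nM AmpC reagent; cpd preinc 15 min RT; nitrocefin (800 uM stock) to start; A480 q20 s × 4 min; Activity was normalised to no-enzyme and no-compound control wells.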
Giardia FBPA inh – qHTS Assay for Inhibitors of Fructose-1,6-bisphosphate Aldolase from Giardia Lamblia; AID 2451, 2010; 290,000 tested, 0.71% active; Potency, µM (series often up to 59.6 µM), without a hit: at the top dose activity, negative = inhibition, most hits filed as inhibitors; purified Giardia FBPA; further: potency means the concentration at half of the fitted maximal effect; nearly all actives have a fitted effect of over 55% in size
Target sequence (A8B2U2 whole entry, looked up): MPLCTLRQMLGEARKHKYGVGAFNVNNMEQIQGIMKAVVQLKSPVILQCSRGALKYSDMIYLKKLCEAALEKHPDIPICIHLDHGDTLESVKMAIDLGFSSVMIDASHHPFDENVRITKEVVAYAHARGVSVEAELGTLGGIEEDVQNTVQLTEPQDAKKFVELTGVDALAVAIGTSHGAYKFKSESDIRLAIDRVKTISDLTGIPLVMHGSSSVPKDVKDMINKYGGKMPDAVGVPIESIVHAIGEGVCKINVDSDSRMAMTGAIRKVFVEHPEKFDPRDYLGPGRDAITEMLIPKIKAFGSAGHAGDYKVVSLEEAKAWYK
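40 nM FBPA preincubated 10 min at RT with compound (up to 57.5 uM final), then substrate plus GAPDH/TPI/NAD/arsenate coupling and diaphorase/resazurin added. Fluorescence read after 20 min at RT, 525/598 nm.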
HCMV inh – qHTS Assay for inhibitors of the human cytomegalovirus (HCMV); AID 1259415, 2018; HFF cells, HCMV-luciferase reporter, 72 h; stronger effect = lower value; 410,000 tested, 4.5% active; activity change, negative = inhibition, % at 57.5 µM; in the data active means activity change below about -60%; inconclusive means no clear call, values can overlap the other calls; inactive means above about -39%
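Compounds were evaluated in HFFs infected with an HCMV luciferase reporter virus (MOI 1 PFU/cell). Luciferase in lysates collected 72 h post infection served as the replication measure.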
* marks the source's active call; other numbers are inactive results; [ ] = dose if it differs, or a comment. Unless noted, the call rests on the fitted dose curve; in most records, active means well fitted curve in the direction sought with a large enough effect; inconclusive means small, poorly fitted or top-dose-only effect, or another doubt; inactive means no such curve, though single readings can be large; an effect the other way counts as inactive or inconclusive. Unless noted, on the % scale 0 is the no-effect control and ±100 the full control effect.

C[C@]12CC[C@H](O)C[C@@H]1CC[C@@H]1[C@@H]2CC[C@]2(C)C(=O)CC[C@@H]12 was read as HCV inhibitor -0.3%, AmpC inh no detg -1.8%, Sm TGR inh 4.1%, AmpC inh detg -7.1%, Giardia FBPA inh 0.8% and HCMV inh 20.0.
Screening Cc1ccc(C(=O)OCC(=O)NCc2ccco2)cc1C returned HCV inhibitor -2.7%, AmpC inh no detg -1.8%, Sm TGR inh -23.1%, AmpC inh detg 2.3% and HCMV inh 20.1.
Screening Cc1nc(N2CCN(C(=O)c3ccco3)CC2)[nH]c(=O)c1C returned HCV inhibitor -10.4%, AmpC inh no detg 87.7%, Sm TGR inh -6.5%, AmpC inh detg -5.6%, Giardia FBPA inh -8.5% and HCMV inh 88.7.
Screening CCCn1c(N)c(N(CCOC)C(=O)c2cccc(Cl)c2)c(=O)[nH]c1=O returned HCV inhibitor 19.7%, AmpC inh no detg -6.9%, Sm TGR inh 8.8%, AmpC inh detg -0.8%, Giardia FBPA inh 9.6% and HCMV inh 16.4.
`Cc1cccc(-c2cc(C(=O)Nc3ccncc3)c3ccccc3n2)c1` gave HCV inhibitor -17.5%, AmpC inh no detg -24.9%, Sm TGR inh -9.8%, AmpC inh detg 1.8%, Giardia FBPA inh 8.9% and HCMV inh -7.1.
O=C(NCCc1cccs1)c1ccc(Cl)c(Cl)c1 was read as HCV inhibitor -18.9%, AmpC inh no detg -27.7%, Sm TGR inh 12.4%, AmpC inh detg 6.2%, Giardia FBPA inh -1.6% and HCMV inh -11.7.
For CCc1nnc(NC(=O)CSc2ccc(-c3nc4ccc(C)cc4[nH]3)cn2)s1 the results were HCV inhibitor -0.8%, AmpC inh no detg -26.9%, Sm TGR inh -15.0%, AmpC inh detg -2.6%, Giardia FBPA inh -11.8% and HCMV inh 116.6.
`COc1ccccc1Cn1nnc2c(=O)[nH]c(C3CCN(C(=O)c4ccccc4Cl)CC3)nc21` gave HCV inhibitor -15.7%, AmpC inh no detg 78.4%[activator], Sm TGR inh 0.0%, AmpC inh detg inconclusive, Giardia FBPA inh -2.4% and HCMV inh 9.8.
Screening CCN(c1ccccc1)c1ncnc2c1cnn2-c1ccc(C)cc1C returned Sm TGR inh 10.6%, AmpC inh detg 7.0% and HCMV inh 10.1.
`COc1ccc(S(=O)(=O)N2CCCC(C(=O)NCc3ccccc3)C2)cc1` (configuration not stated) gave HCV inhibitor -9.7%, AmpC inh no detg 1.0%, Sm TGR inh 11.1%, AmpC inh detg -1.6% and HCMV inh inconclusive.
O=C(/C=C/c1ccccc1Cl)NC(=S)Nc1ccccc1C(=O)NC1CCCCC1 was read as HCV inhibitor 7.4%, AmpC inh no detg -18.4%, Sm TGR inh -17.5%, AmpC inh detg 0.9%, Giardia FBPA inh 2.7% and HCMV inh 36.9.
For CC(=O)N(CC(C)C(=O)O)c1c(I)cc(I)c(N)c1I (configuration not stated) the results were HCV inhibitor -1.4%, AmpC inh no detg -16.5%, Sm TGR inh -3.6%, AmpC inh detg inconclusive and HCMV inh -4.0.
For CC(C)NC(=O)COc1coc(CN2CCN(Cc3ccccc3)CC2)cc1=O the results were HCV inhibitor -3.2%, AmpC inh no detg 5.3%, Sm TGR inh -0.5%, AmpC inh detg -0.6% and HCMV inh -2.0.
COc1ccc(OC)c(NC(=O)C2C3C=CC(C3)C2C(=O)NCc2cccnc2)c1 (configuration not stated) was read as HCV inhibitor 15.8%, AmpC inh no detg -0.6%, Sm TGR inh 5.7%, AmpC inh detg 0.6%, Giardia FBPA inh 7.4% and HCMV inh -10.6.
For COCCN1C(=O)C(=O)/C(=C(/O)c2ccc(C)cc2)C1c1ccccn1 (configuration not stated) the results were HCV inhibitor 9.9%, AmpC inh no detg -16.8%, Sm TGR inh -14.2%, AmpC inh detg -3.4%, Giardia FBPA inh -4.8% and HCMV inh -17.1.
`Cc1ccc(-c2nc(NC(=O)c3nn(C)cc3[N+](=O)[O-])sc2C)cc1` gave HCV inhibitor 4.47µM*, AmpC inh no detg -4.5%, Sm TGR inh -2.2%, AmpC inh detg inconclusive, Giardia FBPA inh 0.3% and HCMV inh -104.0*.
Screening CSCCC(NS(=O)(=O)c1cccc(C(F)(F)F)c1)C(=O)N(C)Cc1ccc2c(c1)OCCO2 (configuration not stated) returned HCV inhibitor -0.6%, AmpC inh no detg 49.8%, Sm TGR inh -2.9%, AmpC inh detg 5.0% and HCMV inh -13.9.
CC(C)N1CCN(Cc2ccc3nsnc3c2)CC1CCO (configuration not stated) was read as HCV inhibitor 11.8%, AmpC inh no detg -4.9%, Sm TGR inh -7.6%, AmpC inh detg -4.7%, Giardia FBPA inh 1.8% and HCMV inh 0.0.
c1ccc(-n2nc3c(ccc4cnnc43)[nH]2)cc1 was read as HCV inhibitor -11.0%, AmpC inh no detg -29.7%, Sm TGR inh 4.0%, AmpC inh detg inconclusive, Giardia FBPA inh -25.4% and HCMV inh 116.7.
`CCCNC(=O)N[C@@H](Cc1ccccc1)C(=O)OC` gave HCV inhibitor -1.6%, AmpC inh no detg -8.3%, Sm TGR inh -3.2%, AmpC inh detg inconclusive, Giardia FBPA inh 6.8% and HCMV inh 30.6.
CCC(C)[C@H](NC(=O)C1CC(=O)N(c2ccc3c(c2)OCCO3)C1)C(=O)N1CCCCC1 (some centres not stated) was read as HCV inhibitor 17.6%, AmpC inh no detg 22.2%, Sm TGR inh -10.3%, AmpC inh detg 0.4%, Giardia FBPA inh -0.6% and HCMV inh -39.3.
`CCOc1cc(NC(=O)c2ccco2)c(OCC)cc1NC(=O)Cc1cccc(OC)c1` gave HCV inhibitor 12.6µM*, AmpC inh no detg 75.1%[activator], Sm TGR inh 3.3%, AmpC inh detg -9.8%, Giardia FBPA inh inconclusive and HCMV inh -33.2.
`CC(C)c1ccc(OCC(=O)Nc2cc(-c3ccccc3)no2)cc1` gave Sm TGR inh 9.2%, AmpC inh detg 8.9% and HCMV inh 36.4.
Screening CN(C)c1ccc(CNC(=O)c2cc(S(=O)(=O)N3CCCC3)cn2C)cc1 returned HCV inhibitor -18.3%, AmpC inh no detg 0.0%, Sm TGR inh -13.0%, AmpC inh detg -11.2%, Giardia FBPA inh -1.5% and HCMV inh 0.6.
`CCCCCCC/C(C)=N/NC(=O)CC(=O)NCCc1ccccc1` gave HCV inhibitor 31.5%[activator], AmpC inh no detg -11.6%, Sm TGR inh -21.4%, AmpC inh detg -5.9%, Giardia FBPA inh 6.6% and HCMV inh -1.1.
`CCCCOc1ccccc1C(=O)Nc1onc2c1CCCC2` gave Sm TGR inh 3.5%, AmpC inh detg -8.3% and HCMV inh -18.8.
O=C(Nc1cccc(Cl)c1)N1CCOCC1 was read as HCV inhibitor 17.0%, AmpC inh no detg -17.7%, Sm TGR inh 5.4%, AmpC inh detg inconclusive, Giardia FBPA inh 7.2% and HCMV inh 27.5.
COc1cc(C(=O)NCC(=O)Nc2ccc(F)c(F)c2)ccc1OCC(=O)N1CCOCC1 was read as HCV inhibitor 0.3%, AmpC inh no detg -6.5%, Sm TGR inh -4.7%, AmpC inh detg 1.0% and HCMV inh -17.2.
Screening CCOc1ccccc1NC(=O)CSc1nccn1Cc1ccc(F)cc1 returned Sm TGR inh 8.8%, AmpC inh detg 8.5% and HCMV inh -11.0.
CCn1cc(C(=O)NCCc2ccc(Cl)cc2)c(=O)c2cc(S(=O)(=O)N3CCOCC3)ccc21 was read as Sm TGR inh -1.0%, AmpC inh detg 0.5% and HCMV inh 4.5.
CCN(CC)c1ccc(NC(=O)CN2C(=O)NC3(CCc4ccccc43)C2=O)cc1 (configuration not stated) was read as HCV inhibitor -9.8%, AmpC inh no detg -24.5%, Sm TGR inh -14.8%, AmpC inh detg -5.8% and HCMV inh 0.0.
`COc1ccc(S(=O)(=O)N2CCOC2CNC(=O)C(=O)NCc2ccccc2Cl)cc1` (configuration not stated) gave AmpC inh no detg -2.0%, Sm TGR inh 10.3%, AmpC inh detg 0.1%, Giardia FBPA inh 3.0% and HCMV inh -32.9.
CC(=O)N1CCc2cc(C(=O)CN3CCCCC3)ccc21 was read as HCV inhibitor 9.8%, AmpC inh no detg 40.6%, Sm TGR inh inconclusive, AmpC inh detg -7.5%, Giardia FBPA inh 0.0% and HCMV inh -10.0.
Screening COC(=O)c1sccc1NC(=S)N1CCN(c2ccccc2F)CC1 returned HCV inhibitor 21.6%, AmpC inh no detg -12.2%, Sm TGR inh -19.7%, AmpC inh detg -8.8%, Giardia FBPA inh 5.7% and HCMV inh -6.8.
For O=C(NCc1ccc(Cl)cc1)c1cnc(N2CCCCC2)c2ccccc12 the results were Sm TGR inh -0.5%, AmpC inh detg -6.2% and HCMV inh 0.4.
For COc1ccc(C(NC(=O)c2ccc(=O)[nH]c2)C(=O)Nc2ccc(C(C)C)cc2)cc1 (configuration not stated) the results were HCV inhibitor -15.1%, AmpC inh no detg 174.7%[activator], Sm TGR inh 0.8%, AmpC inh detg -1.3%, Giardia FBPA inh -6.3% and HCMV inh -4.1.
For CC1CN(C(=O)CCC(=O)NCc2ccc(Cl)cc2)c2ccccc2S1 (configuration not stated) the results were HCV inhibitor -6.0%, AmpC inh no detg 16.9%, Sm TGR inh -14.8%, AmpC inh detg -11.8%, Giardia FBPA inh 5.3% and HCMV inh 2.3.
`CCOC(=O)C1=NNC2(c3ccccc3)C(=O)N(c3cccc(Br)c3)C(=O)C12` (configuration not stated) gave HCV inhibitor 13.4%, AmpC inh no detg -62.0%, Sm TGR inh -10.8%, AmpC inh detg -19.9%, Giardia FBPA inh -5.4% and HCMV inh -16.6.
Cc1cccn2cc(-c3ccc(F)cc3)cc12 was read as HCV inhibitor inconclusive, AmpC inh no detg -31.5%, AmpC inh detg -4.6%, Giardia FBPA inh -19.2% and HCMV inh -34.9.
COc1cccc(CNS(=O)(=O)c2ccc3c(c2)NC(=O)CS3)c1 was read as HCV inhibitor -5.9%, AmpC inh no detg -13.6%, Sm TGR inh -17.4%, AmpC inh detg 4.5% and HCMV inh -22.9.
`CC(=O)NC1(c2cccc(F)c2)CCN(CC(=O)NC2CCCCC2)CC1` gave HCV inhibitor 0.2%, AmpC inh no detg 19.6%, Sm TGR inh -19.6%, AmpC inh detg inconclusive, Giardia FBPA inh 2.4% and HCMV inh 31.7.
